# Assay outcomes from PubChem.
# Kir21 block = blocks the mouse Kir2.1 inward-rectifier potassium channel | P35561 | HEK293-Kir2.1, FluxOR thallium flux fluorescence; stronger effect = lower value | B-score at 10 µM | 310,000 compounds, 0.85% hits | AID 1672;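 active means fluorescence ratio B-score at or below minus 3 SD of library scores, with starting-brightness B-score within 2 SD, cut at about -4.2 in these data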;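 further: channel flux triggered by added potassium and thallium sulfate stimulus; B-score of peak minus minimum fluorescence over baseline after thallium stimulus; more negative B-score means stronger Kir2.1 block with less thallium influx; some compounds called inactive have numbers as strong as hits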
# Target sequence (P35561 whole entry, looked up): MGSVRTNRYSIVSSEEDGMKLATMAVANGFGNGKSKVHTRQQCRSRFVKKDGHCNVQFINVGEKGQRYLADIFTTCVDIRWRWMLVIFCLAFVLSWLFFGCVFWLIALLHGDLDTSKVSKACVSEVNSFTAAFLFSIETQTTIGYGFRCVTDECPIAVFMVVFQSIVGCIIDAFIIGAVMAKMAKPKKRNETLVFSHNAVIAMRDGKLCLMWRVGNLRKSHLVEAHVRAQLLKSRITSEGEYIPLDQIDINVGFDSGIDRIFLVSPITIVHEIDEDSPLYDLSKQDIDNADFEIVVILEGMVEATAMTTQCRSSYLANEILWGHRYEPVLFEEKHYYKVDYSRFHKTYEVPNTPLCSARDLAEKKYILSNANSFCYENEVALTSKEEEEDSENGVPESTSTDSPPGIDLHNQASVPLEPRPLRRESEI
# KCNQ2 inh = KCNQ2 potassium channel inhibitors, primary screen, cell-based, CHO-K1, FluxOR thallium flux, B-score (AID 2156) | 20 min; stronger effect = lower value | B-score at 10 µM | 310,000 compounds, 1.1% hits;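 active means fluorescence ratio B-score at most minus 3 library SDs, with starting brightness B-score within 2 library SDs, cut at about -5.5 in these data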
# The depositor's hits bear a star; i = inactive.
SMILES,Kir21 block,KCNQ2 inh
CC1CCCCN1CC(=O)Nc1cc(S(=O)(=O)N2CCOCC2)ccc1N1CCCC1 (stereo not given),-0.22,i
COc1ccccc1C(=O)Nc1ccc(C(=O)N2CCCC2)cc1,0.53,i
CC(C)(C)OC(=O)[C@H](Cc1ccccc1)NC(=O)c1nc[nH]c1C(=O)NCCCCCN,-0.02,i
COc1ccc(NC(=S)Nc2ccc(F)cc2)cc1,-0.42,i
COc1cc(NS(=O)(=O)c2ccc(NC(=O)/C(=C/c3ccccc3Cl)NC(=O)c3ccccc3)cc2)nc(OC)n1,0.58,i
CCOc1ccccc1NC(=O)COC(=O)c1cc[n+]([O-])cc1,1.77,i
CCn1nc(C)c(NC(=O)CCCSc2nc(-c3ccco3)cc(C(F)(F)F)n2)c1C,-0.44,i
CCCn1c(SCC(=O)N2CCCC(C)C2)nnc1-c1ccccn1 (stereo not given),0.1,i
CC1Cc2nc(SCC(=O)N3CCCc4ccccc43)n(C)c(=O)c2S1 (stereo not given),-0.51,i
Cn1c(SCc2ccc(C#N)cc2)nnc1-c1ccncc1,-0.76,i
O=C(O)/C=C/c1ccc(Cn2ccnc2)cc1,0.01,i
COc1ccccc1CNC(=O)c1cc(C)nc2ccccc12,0.11,i
C=CCn1c(=O)c2ccccc2n2c(SCC(=O)NCC)nnc12,-0.57,i
COCCn1c(-c2ccccc2)cnc1SCC(=O)Nc1cccc2ccccc12,-0.99,i
Cc1ccc(C(=O)C(OC(=O)c2cnccn2)c2ccccc2)cc1 (stereo not given),0.53,i
Cc1ccc(S(=O)(=O)Nc2nncs2)cc1,-1.28,i
COc1ccc(NC(=O)c2ccccc2NC(=O)C2CCCO2)cc1 (stereo not given),1.45,i
COc1ccccc1NC(=O)C1=C(C)Nc2ncnn2C1c1ccccc1C (stereo not given),0.82,i
CC(=O)Nc1cccc(C(=O)Nc2cccnc2)c1,1.08,i
Cc1ccc(SC(=O)c2c([N+](=O)[O-])c(C)nn2C)cc1,0.01,-5.9*
COc1cccc(C(=O)NNC(=O)CCC(=O)O)c1,0.4,i
c1cc(CNc2ccc3c(c2)OCO3)ccn1,-0.06,i
COc1ccc(OCC(=O)Nc2ccc(N3CCN(C(=O)c4ccccc4)CC3)c(Cl)c2)cc1,-0.37,i
CNc1ccccc1C(=O)OCC(=O)c1ccc(F)cc1,-0.02,i
CCOc1cc(N2CCOCC2)c(OCC)cc1NC(=O)COC(=O)[C@@H]1CCCN1S(=O)(=O)c1ccccc1F,1.34,i

# Part of the list above in another layout.
Kir21 block	KCNQ2 inh	SMILES
-0.57	i	C=CCn1c(=O)c2ccccc2n2c(SCC(=O)NCC)nnc12
-0.99	i	COCCn1c(-c2ccccc2)cnc1SCC(=O)Nc1cccc2ccccc12
0.53	i	Cc1ccc(C(=O)C(OC(=O)c2cnccn2)c2ccccc2)cc1 (stereo not given)
-1.28	i	Cc1ccc(S(=O)(=O)Nc2nncs2)cc1
1.45	i	COc1ccc(NC(=O)c2ccccc2NC(=O)C2CCCO2)cc1 (stereo not given)
0.82	i	COc1ccccc1NC(=O)C1=C(C)Nc2ncnn2C1c1ccccc1C (stereo not given)

# Going on with the list:
SMILES,Kir21 block,KCNQ2 inh
Cc1ccc(N(C(=O)C(F)(F)F)C(C(=O)NC2CCCCC2)c2cccs2)cc1 (stereo not given),-0.07,i
O=C(CSc1nnc(-c2ccco2)o1)c1ccc[nH]1,0.09,i
CCCN(CCC)Cc1c(C(=O)N/N=C/C(C)=C\c2ccco2)nnn1-c1nonc1N,0.08,i
CC(=O)Nc1nc2ccccc2n1Cc1ccc(C)cc1,-0.28,i
Cc1ccsc1CCNC(=O)C1CCC(=O)N(CCc2cccc(F)c2)C1 (stereo not given),-0.12,i
CC(=O)c1ccc(O)c(CO)c1,0.06,i
Cc1nn(Cc2ccccc2)c(C)c1NC(=O)CSc1n[nH]c(C)c1[N+](=O)[O-],-0.8,i
Cc1cc(=O)n2c(c1C#N)SC1CCCCC12O (stereo not given),-0.62,i
COc1cccc(NC(=O)Cn2c3ccccc3c3nc4n(c(=O)c32)CCS4)c1,-1.61,i
CCc1ccc(OCc2n[nH]c(=S)n2C(C)CCCC(C)C)cc1 (stereo not given),-0.05,i
Cc1cc(C)c(CSc2nnnn2-c2ccc(C(=O)O)cc2)c(C)c1,-0.53,i
Cc1ccc(S(=O)(=O)N2CCN(S(=O)(=O)c3cccs3)CC2)cc1,3.06,i
CC(=O)Nc1c(C#N)c(C(C)(C)C)cn1C,0.19,i
CCN(CC)S(=O)(=O)c1cccc(NC(=O)/C=C/c2ccc([N+](=O)[O-])cc2)c1,1.12,i
Cc1ccc(NCc2nnc(SCC#N)o2)c(C)c1,-0.01,i
CCn1cc(C(=O)NC(C)C2CC3CCC2C3)cn1 (stereo not given),-0.22,i
C/C(=C\COc1cc(=O)[nH]c2ccccc12)CCC(O)C(C)(C)O (stereo not given),-0.54,i
N/C(=N\OS(=O)(=O)c1cccc([N+](=O)[O-])c1)c1ccncc1,-0.05,i
COc1ccc(-c2cc(-c3c(O)c(OC)c4occc4c3OC)[nH]n2)cc1,1.47,i
COc1ccccc1N1CCN(C(=O)C(=O)N/N=C/c2ccccc2F)CC1,-0.96,i
O=C(N/N=C/c1ccc(O)cc1O)c1ccc(NC(=O)C2CCCCC2)cc1,0.91,i
C=CCSc1ncc(-c2ccccc2)cn1,-1.52,i
Clc1ccccc1CSc1nc2ccncc2[nH]1,-0.19,i
S=C(Nc1ccccc1Cl)NC1CCN(Cc2ccccc2)CC1,-6.74*,i
Cc1nc2sccn2c(=O)c1S(=O)(=O)NCCc1ccc(Cl)cc1,-1.4,i

# (more compounds)
SMILES,Kir21 block,KCNQ2 inh
Cn1cnc2c1c(=O)n(Cc1ccccc1C#N)c(=O)n2C,1.53,i
CC(=O)Oc1ccc(C(=O)Nc2ccccc2C(=O)Nc2ccc(C(=O)O)cc2)cc1,1.98,i
CCOC(=O)CNC(=O)COc1ccc(Cl)cc1Br,2.75,i
CCOC(=O)Cc1csc(SCC(=O)Nc2sc3c(c2C(N)=O)CCC3)n1,0.01,i
COc1cc([N+](=O)[O-])ccc1NC(=O)CSc1n[nH]c(C(C)C)n1,-0.06,i
CC1S/C(=N/N=C/c2ccco2)N(Cc2ccc(F)cc2)C1=O (stereo not given),0.22,i
COc1ccccc1NC(=O)c1nnn(CC(=O)Nc2cc(C)cc(C)c2)c1N,1.78,i
O=C(CSc1c[nH]c2ccccc12)N1CCCc2ccccc21,2.73,i
Nc1nc(-c2ccco2)nn1C(=O)c1cccnc1,-0.06,i
Cc1ccc(C(=O)N/C(=C\c2ccc(-c3ccc([N+](=O)[O-])cc3)o2)C(=O)NC2CCS(=O)(=O)C2)cc1 (stereo not given),0.68,i
COc1ccc(N2C(=O)C(Cl)=C(Nc3c(C)n(C)n(-c4ccccc4)c3=O)C2=O)cc1,0.75,i
CCCCNC(=O)C1CC(c2ccc(C(F)(F)F)cc2)=NO1 (stereo not given),0.13,i
COc1ccc(CNCCSc2nnnn2C)cc1OC,-0.03,i
Cc1ccc(S(=O)(=O)CCC(=O)OCC(=O)N2CC(=O)Nc3ccccc32)cc1,-0.86,i
COc1ccc(C(=O)c2ccccc2)c(OCC(=O)N(C)C)c1,0.2,i
CCC(C)[C@H](NC(=O)NC1CCCc2ccccc21)C(=O)O (stereo not given in full),2.22,i
Cc1cccc(NC(=O)CC2C(=O)NCCN2C(=O)Nc2ccc(Cl)cc2)c1 (stereo not given),-0.68,i
Cc1ccc(-c2nn(CCC#N)cc2C=C(C#N)C#N)cc1,3.62,i
COc1ccc(Nc2ccc(N3C(=O)CC(C)C3=O)cc2[N+](=O)[O-])cc1OC (stereo not given),-0.02,i
CCOc1ccc(S(=O)(=O)N(CC(=O)Nc2cc(C)on2)Cc2ccccc2Cl)cc1,-0.08,i
CCOC(=O)CSc1nc(C2CC2)cc(-c2ccc(Cl)cc2)c1C#N,-2.15,i
CC(C)CC(COCc1cccc(Cl)c1)N1CCN(C(=O)c2ccc(C(F)(F)F)cc2)CCC1=O (stereo not given),-0.07,i
CC(=O)c1csc(COc2cc(Cl)cc(Cl)c2)n1,1.43,i
Cc1ccc(Cl)cc1NC(=O)Cn1cccc1,-0.01,i
COC(=O)c1ccc(CSc2cc(C)c3cccc(C)c3n2)o1,1.79,i

# The list goes on:
SMILES,Kir21 block,KCNQ2 inh
CCC(=O)c1c[nH]c(C(=O)NCc2ccco2)c1,-0.06,i
O=C(c1ccccc1)N1CCN(S(=O)(=O)N2CCOCC2)CC1,-0.48,i
Cc1cc(=O)oc2cc(OCC(=O)NCCc3nc4ccccc4[nH]3)ccc12,0.21,i
CCC(C)NC(=O)CSc1ncccc1C(=O)O (stereo not given),-1.08,i
Cn1cc([N+](=O)[O-])c(C(=O)N/N=C/c2ccc3c(c2)OCO3)n1,-0.74,i
C=CCn1c(SCC(=O)Nc2sccc2C#N)nc2sc(C)c(C)c2c1=O,-0.88,i
CCCC(=O)Nc1ccccc1-c1nnn(CC(=O)Nc2ccc(OCC)cc2)n1,0.69,i
Cc1c(C(=O)NNC(=O)c2ccncc2)oc2ccc(Br)cc12,1.19,i
COc1cnc(SCCC(F)=C(F)F)[nH]c1=O,0.53,i
COc1ccc(NS(=O)(=O)c2ccc(C)c(C(=O)N(C)Cc3ccc(C)cc3)c2)cc1,0.36,i
COc1cccc(C(=O)Nc2sc(C(C)C)cc2C(N)=O)c1OC,0.29,i
Cc1cccc(C)c1NC(=O)CSc1nnc(C)n1CC1CCCO1 (stereo not given),0.72,i
COC(=O)CN1C(=O)S/C(=C/c2ccc(N3CCCCC3)o2)C1=O,-2.48,i
COc1ccccc1C(=O)Nc1ccc(OCc2nnc3c4ccccc4c(C)nn23)cc1,-0.3,i
Cc1ccc(S(=O)(=O)NCC(=O)OC(C)C(=O)Nc2ncc(Cl)cc2Cl)cc1 (stereo not given),1.77,i
Cc1ccc(C)n1-c1sc2c(c1C#N)CCCC2,-0.35,-5.91*
Cc1cccc(N(C)S(=O)(=O)c2ccc3c(c2)CCC(=O)N3)c1,-0.58,i
COc1ccc(-n2nc(C(=O)NCC(=O)N3CCN(c4ccccc4)CC3)c3ccccc3c2=O)cc1OC,-0.4,i
O=S(=O)(Nc1ccc(-c2nc3cccnc3s2)cc1)c1ccccc1F,-0.08,i
CCOC(=O)c1c(NC(=O)c2cccs2)sc2c1CCN(C(=O)OCC)C2,-1.37,i
Cc1ccccc1Nc1nc(Nc2ccccc2C)nc(SC2=NCCS2)n1,-1.11,i
O=C(Nc1ccccc1)NC1CCCc2ccccc21 (stereo not given),0.98,i
CCN1C(=O)C(=O)N(CC(=O)Nc2ccccc2Oc2ccccc2)C1=O,0.69,i
COc1cc(C2C(C#N)=C(N)Oc3n[nH]c(-c4cccs4)c32)cc(OC)c1O (stereo not given),-1.88,i
O=c1[nH]c(COc2ccc(Cl)cc2Cl)nc2ccccc12,2.16,i

# 2 records picked at random from the list so far, as already listed:
SMILES,Kir21 block,KCNQ2 inh
Cc1ccc(S(=O)(=O)NCC(=O)OC(C)C(=O)Nc2ncc(Cl)cc2Cl)cc1 (stereo not given),1.77,i
COc1cnc(SCCC(F)=C(F)F)[nH]c1=O,0.53,i

# (next part)
SMILES,Kir21 block,KCNQ2 inh
CCCCCCN1C=CC(=C2C(=O)c3ccccc3C2=O)C=C1,-1.14,i
CCC1=Nc2ccccc2NC2=C1C(=O)CCC2,0.65,i
CC/C(=N\NC(=O)c1nnn(-c2nonc2N)c1CN(C)c1ccccc1)c1ccccc1,-0.62,i
O=C(NCc1cccnc1)c1ccc(Cn2cc(C(F)(F)F)ccc2=O)cc1,-0.74,i
CCN1CCCC1CNc1ncnc2c1[nH]c1ccc(Cl)cc12 (stereo not given),-1.44,i
Cc1onc(-c2c(Cl)cccc2Cl)c1C(=O)N1CCN(c2ccccc2F)CC1,-0.72,i
COc1cc(NC(=O)c2ccc(Br)cc2)c(OC)cc1NC(=O)c1ccccc1,1.71,i
O=C(NS(=O)(=O)c1ccc(Cl)cc1)c1ccccc1,-1.44,i
CC1(C)CC(=O)C(C=NCCN2CCOCC2)=C(O)C1,1.89,i
COc1ccccc1/C=N/NC(=O)c1ccccc1NS(=O)(=O)c1ccc(C)cc1,-1.24,i
COc1cccc(/C=C/C(=O)c2cccc([N+](=O)[O-])c2)c1OC,-0.49,i
O=C(CSc1ccc2c(c1)OCCO2)Nc1cccnc1,0.4,i
O=C(NCCNc1ccc([N+](=O)[O-])cc1)c1cccc2c(Br)cccc12,-1.3,i
O=C(CN1CCN(S(=O)(=O)c2ccc(F)cc2)CC1)Nc1ccc2c(c1)OCCO2,-1.06,i
CCOc1cc(C(=O)Nc2cccnc2)cc(OCC)c1OCC,0.09,i
CC(=O)C1C(=O)CC(c2ccc(Cl)cc2)CC1=O (stereo not given),0.05,i
O=C(NCC1CCCCC1)c1ccc(=O)[nH]c1,1.17,i
Cc1ccc(C)c(NC(=O)c2cnccn2)c1,-0.94,i
C=C(C)Cn1c(C)cc(C)c(S(=O)(=O)c2ccccc2C)c1=O,-4.55*,i
Cc1c(NCc2nc3ccccc3[nH]2)c(=O)n(-c2ccccc2)n1C,-0.39,i
Cc1cc(C)nc(NC(=NCc2ccc3c(c2)OCO3)NC(=O)Nc2ccccc2)n1,1.87,i
O=C1CCCC2=C1C(c1cccs1)Nc1ccc3ncccc3c12 (stereo not given),-0.04,i

# KCNQ2 inh, entries above that show a hit
SMILES,Kir21 block,KCNQ2 inh
Cc1ccc(SC(=O)c2c([N+](=O)[O-])c(C)nn2C)cc1,0.01,-5.9*
Cc1ccc(C)n1-c1sc2c(c1C#N)CCCC2,-0.35,-5.91*
